High-throughput results from PubChem BioAssay.
GAA glycogen – inhibitors or activators of human alpha-glucosidase glycogen cleavage; P10253; Potency, µM (titrated, usually from 76.4 µM), without a hit: at the highest dose activity change, negative = inhibition, usual class: inhibitors; 0.38% of 300,000 active; recombinant GAA, glycogen substrate, Amplex Red glucose oxidase fluorescence; active = well fitted inhibition curve with a large enough effect; inconclusive = small, poorly fitted or top-dose-only effect, or another doubt; inactive = no such curve, though single readings can be large or run the other way;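 also: 0% = full enzyme reaction and -100% = no-enzyme basal signal; the screen sought inhibitors and activators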
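Recombinant human alpha-glucosidase (4 nM final) hydrolysed bovine liver glycogen (30 ug) for 40 min at 37 C in pH 5.0 citrate/phosphate with 0.01% Tween-20. Released glucose detected by glucose oxidase/Amplex Red, Ex 573/Em 610 nm. Compounds up to 77 uM; AC50 from Hill fits.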
* hit, by the source's call; ? = inconclusive; & = joins results of further samples; [ ] = dose if it differs, or a comment. Potency is read from the fitted curve at half-maximal effect.

O=C(NC(=S)NNC(=O)c1ccccc1O)c1ccc(F)cc1
  GAA glycogen = -20%[76.3 µM]
CCN(CC)CCNC(=O)c1nn(-c2ccc(OC)c(Cl)c2)c(=O)c2c1c1ccccc1n2C
  GAA glycogen = ?
C=CCNc1oc(-c2ccco2)nc1S(=O)(=O)c1ccccc1
  GAA glycogen = -12%[76.3 µM]
O=C(c1ccc2c(c1)N(Cc1ccccc1F)C(=O)c1ccccc1S2(=O)=O)N1CCc2ccccc21
  GAA glycogen = -7%[76.3 µM]
COc1ccc(CCNC(=O)CCc2c(C)nc3c(-c4ccc(F)cc4)c(C)nn3c2C)cc1OC
  GAA glycogen = -3%[76.3 µM]
CCCCN(C)CCNC(=O)c1cc2c(-c3ccccc3F)nn(C)c2s1
  GAA glycogen = 0%
CCOc1ccc(C(=O)OCC(=O)N2CCCC2)cc1OCC
  GAA glycogen = -7%
CCOc1ccccc1NC(=O)CCS(=O)(=O)c1cccs1
  GAA glycogen = 0%
CN(C)c1ccc(-c2nc(-c3ccco3)no2)cc1[N+](=O)[O-]
  GAA glycogen = 1%[76.3 µM]
CCCC(=O)Nc1ccc2nn(-c3ccc(CC)cc3)nc2c1
  GAA glycogen = 6%[76.3 µM]
O=C(NCC1CCCCC1)c1cc([N+](=O)[O-])ccc1Cl
  GAA glycogen = -1%[76.3 µM]
O=C(O)c1occc1CSc1ccccc1
  GAA glycogen = -17%
Cc1c(C(=O)N2CCN(Cc3ccc4c(c3)OCO4)CC2)sc2ncnc(N3CCN(c4ccccc4F)CC3)c12
  GAA glycogen = -22%[76.3 µM]
CS(=O)(=O)N(CC(=O)Nc1ccccc1C(=O)N1CCOCC1)c1ccc(F)c(Cl)c1
  GAA glycogen = 1%[76.3 µM]
CSc1cccc(NS(=O)(=O)c2ccc3[nH]cc(C(=O)N4CCCC4)c(=O)c3c2)c1
  GAA glycogen = 17%[76.3 µM]
CCOc1ccc(NS(=O)(=O)c2ccc3[nH]cc(C(=O)NCc4ccco4)c(=O)c3c2)cc1
  GAA glycogen = -2%[76.3 µM]
COc1ccc(OC)c(NC(=O)c2cccc(NC(=O)c3ccccc3C(=O)O)c2)c1
  GAA glycogen = 2%
Cc1cccc(N2C(=O)N3[C@H](c4ccc(F)cc4)[C@@H]4C(=O)N(C5CCCCC5)C(=O)[C@@H]4[C@]3(Cc3ccc(Cl)cc3)C2=O)c1
  GAA glycogen = -1%[76.3 µM]
CC(=O)c1ccc(S(=O)(=O)NCCc2csc(-c3cccnc3)n2)cc1
  GAA glycogen = 11%[76.3 µM]
CCN(CC)c1ccc(NC(=O)CNCc2ccccc2Cl)c(C)c1
  GAA glycogen = 4%
COc1cccc(NC(=O)NCc2ccccn2)c1
  GAA glycogen = 3%[76.3 µM]
Cc1ccc(S(=O)(=O)c2nc(-c3ccccc3)oc2SCC(=O)NCC2CCCO2)cc1 (stereo not given)
  GAA glycogen = 6%
CC(=O)Nc1cccc(NC(=O)Nc2cccc3ccccc23)c1
  GAA glycogen = -7%[76.3 µM]
Cc1cccc(Nc2ncc(NC(=O)c3cccc(F)c3)c(Nc3cccc(C)c3)n2)c1
  GAA glycogen = 14%[76.3 µM]
COc1cc(OC)c(NC(=O)c2nnn(Cc3ccc(C)cc3)c2N)cc1Cl
  GAA glycogen = 5%[76.3 µM]

CCNCC(=O)N1c2ccccc2CCc2ccc(NC(=O)OC(C)C)cc21
  GAA glycogen = -16%[76.3 µM]
Cc1cc(-c2ccc(C(C)C)c(S(=O)(=O)N3CC(=O)Nc4ccccc43)c2)on1
  GAA glycogen = -13%[76.3 µM]
CCc1cc2c(cc3c(=O)n(CCCC(=O)NCc4cccc(Cl)c4)ncn32)s1
  GAA glycogen = 2%[76.3 µM]
COc1ccc(CCNC(=O)C2CCCN(S(=O)(=O)c3ccc(OC)cc3)C2)cc1 (stereo not given)
  GAA glycogen = -4%
COc1ccc(CCNC(=O)C/C(C)=N/NC(=O)c2ccc(Cl)cc2Cl)cc1OC
  GAA glycogen = -5%[76.3 µM]
Cc1ccc(S(=O)(=O)c2c(C)cc(C)[nH]c2=O)cc1
  GAA glycogen = 7%
COc1ccccc1CNC(=O)c1ccc(CS(=O)(=O)c2ccccc2C)o1
  GAA glycogen = 6%[76.3 µM]
O=C(CN1CCc2ccccc2C1)Nc1ccccc1Cl
  GAA glycogen = 2%[76.3 µM]
COc1cccc(NC(=O)c2oc3ccccc3c2NC(=O)c2ccc(OC(C)C)cc2)c1
  GAA glycogen = 0%[76.3 µM]
Cc1cc(NS(=O)(=O)c2ccc(NC(=O)Cc3ccccc3)cc2)nc(C)n1
  GAA glycogen = -6%
CCNc1ccccc1CP(=O)(c1ccccc1)c1ccccc1O (stereo not given)
  GAA glycogen = 5%
O=C(Nc1ccccc1)Nc1ccc2ccccc2n1
  GAA glycogen = 7%
COC(=O)C1=C(C)N(Cc2ccccc2)C(=S)N[C@H]1c1cccc(F)c1
  GAA glycogen = -3%&-22%[76.3 µM]
Cc1ccccc1OCC(=O)NCCCNC(=O)c1ccncc1
  GAA glycogen = -1%
O=C1C2=C(Nc3ccccc3SC2c2ccc(Cl)c(Cl)c2)c2ccccc21 (stereo not given)
  GAA glycogen = 9%[76.3 µM]
Cc1ccc(NC(=O)[C@H](C)NC(=O)C2CCN(C(=O)[C@@H](N)CC(C)C)CC2)cc1
  GAA glycogen = 3%
O=S(=O)(O)c1cccc2c(N=Nc3ccc(O)c4ncccc34)cccc12
  GAA glycogen = -3%
COc1ccccc1-n1cnc2sc(C)c(C)c2c1=O
  GAA glycogen = -1%
COc1cc(/C=C/c2ccc3cccc(O)c3n2)cc(OC)c1OC
  GAA glycogen = -2%
CC1C(=O)N2CCCc3cc(S(=O)(=O)N(C)CCC#N)cc1c32 (stereo not given)
  GAA glycogen = -1%[76.3 µM]
COc1ccc(/C=C/c2c(-c3ccc(OC)cc3)oc3cccnc23)cc1
  GAA glycogen = 12%[76.3 µM]
COCCN(C(=O)c1csnn1)C(C(=O)NC1CCCC1)c1ccccc1 (stereo not given)
  GAA glycogen = 2%
Cc1ccc(S(=O)(=O)c2cc3ccc(O)cc3oc2=O)cc1C
  GAA glycogen = 7%
COc1ccc(NC2CCCN(C(=O)C3(C)CCCCC3)C2)cc1OC (stereo not given)
  GAA glycogen = -4%[76.3 µM]
COc1ccc(NS(=O)(=O)c2cccc(C(=O)OCC(=O)NC3CC3)c2)cc1
  GAA glycogen = -3%[76.3 µM]

Structural class, the entries above with a thiophene ring, fused or not (five)
CCCCN(C)CCNC(=O)c1cc2c(-c3ccccc3F)nn(C)c2s1
  GAA glycogen = 0%
CCOc1ccccc1NC(=O)CCS(=O)(=O)c1cccs1
  GAA glycogen = 0%
Cc1c(C(=O)N2CCN(Cc3ccc4c(c3)OCO4)CC2)sc2ncnc(N3CCN(c4ccccc4F)CC3)c12
  GAA glycogen = -22%[76.3 µM]
CCc1cc2c(cc3c(=O)n(CCCC(=O)NCc4cccc(Cl)c4)ncn32)s1
  GAA glycogen = 2%[76.3 µM]
COc1ccccc1-n1cnc2sc(C)c(C)c2c1=O
  GAA glycogen = -1%

The list continues:
O=P(O)(Cc1ccccc1)Cc1ccccc1
  GAA glycogen = -3%[76.3 µM]
CCCCN(CC)CCCNC(=O)c1cc2c(=O)[nH]c3ccccc3c2n1C
  GAA glycogen = 16%[76.3 µM]
Cc1cccc(-n2ncc3c2CCCC3NC(=O)CCN2CCCO2)c1C (stereo not given)
  GAA glycogen = -7%[76.3 µM]
CCCn1c(=O)c(C(=O)NCc2ccccc2)c(O)c2ccccc21
  GAA glycogen = -7%[76.3 µM]
N#C/C(=C\c1ccc(Br)cc1)c1nc(-c2cc3cc(Br)ccc3oc2=O)cs1
  GAA glycogen = 6%[76.3 µM]
CCn1c(C)c(C(=O)c2ccccc2)c(C#N)c1C(=O)O
  GAA glycogen = -8%
CC1=C(c2ccc(C)c(C)c2)S(=O)(=O)N(Cc2ccc(C(=O)NCc3cccc(C)c3)cc2)C1=O
  GAA glycogen = 5%[76.3 µM]
CCOCCCNC(=S)N1CCN(c2nc(-c3ccc(F)cc3)cs2)CC1
  GAA glycogen = -11%[76.3 µM]
Cc1cc2c(c(=O)o1)C1O[C@](c3ccsc3)(Cc3ccccc31)O2
  GAA glycogen = -11%[15.3 µM]
O=C(NCCc1ccccc1)C1CCN(C(=O)N2CCOc3ccccc32)CC1
  GAA glycogen = 21%[76.3 µM]
COc1ccc(/C=C/C(=O)NC2CCN(Cc3ccccc3)CC2)cc1OC
  GAA glycogen = -18%
Cc1ccc(C(=O)N2CCN(c3nc4ccccc4n3C)CC2)cc1
  GAA glycogen = 2%
O=C1CN(C(=O)c2ccccc2F)C(c2ccc(F)cc2)c2cc(Br)ccc2N1 (stereo not given)
  GAA glycogen = -6%
COc1ccc(C2=NN(C(=O)CCC(=O)O)C(c3ccccc3F)C2)cc1 (stereo not given)
  GAA glycogen = 18%[76.3 µM]
Cc1ccc(C(C(=O)NCC2CCCO2)N(C(=O)c2snc(C(N)=O)c2N)c2ccc(F)cc2)o1 (stereo not given)
  GAA glycogen = 1%
COc1ccc(C2CC(c3ccc(OC)cc3OC(C)=O)=NN2C(=O)c2ccccc2)cc1 (stereo not given)
  GAA glycogen = -9%
O=C(CN1CCN(Cc2ccc(F)cc2)CC1)NCc1ccccc1
  GAA glycogen = -11%[76.3 µM]
Cc1nnc(N2CCCC(C(=O)NCc3cccc(F)c3)C2)c2nn(-c3ccccc3)c(C)c12 (stereo not given)
  GAA glycogen = -6%[76.3 µM]
O=C(NCCNc1ccc([N+](=O)[O-])cc1)c1cccs1
  GAA glycogen = 19%[76.3 µM]
Cc1ccc(SC(C)C(=O)N2CCN(c3ccccc3)CC2)cc1 (stereo not given)
  GAA glycogen = -1%[76.3 µM]
COc1cccc(CN2C(=O)c3ccccc3Sc3ccc(C(=O)NCCc4ccc(C)cc4)cc32)c1
  GAA glycogen = -15%[76.3 µM]
Cc1cc(C)cc(OCC(=O)Nc2cccc3cccnc23)c1
  GAA glycogen = 12%[76.3 µM]
COc1ccc(C(C(=O)NC2CCCC2)N(C(=O)c2snc(C(N)=O)c2N)c2cc(C)ccc2OC)cc1OC (stereo not given)
  GAA glycogen = -11%[76.3 µM]
NS(=O)(=O)c1cccc(NC(=O)c2ccno2)c1
  GAA glycogen = 3%
OC(CNCC1COc2ccccc2O1)COc1ccc(Cl)cc1 (stereo not given)
  GAA glycogen = -6%[76.3 µM]

CCOC(=O)c1c(N)sc2c1CCN(CCc1ccccc1)C2
  GAA glycogen = ?
COc1ccc(C2N3CC4(C)CN2CC(c2ccccc2)(C3)C4=O)cc1OC (stereo not given)
  GAA glycogen = -7%[76.3 µM]
CCOC(=O)c1cccc(NC(=O)c2cc(-c3ccc(Cl)s3)nc3ccccc23)c1
  GAA glycogen = -6%[76.3 µM]
Fc1cnc(Cl)nc1NC1CCCCC1
  GAA glycogen = 7%
COc1ccccc1N1CCN(C(=O)c2ccc3c(c2)NC(=O)C(CSCc2ccccc2C)N3)CC1 (stereo not given)
  GAA glycogen = 0%[76.3 µM]
CC[C@@]12C(=O)N(c3ccc(OC)cc3)C(=O)N1[C@H](c1cccc(C)c1)[C@@H]1C(=O)N(Cc3ccccc3)C(=O)[C@@H]12
  GAA glycogen = -13%[76.3 µM]
COc1ccc(S(=O)(=O)Nc2ccc3c(c2)n(C)c(=O)n3C)cc1F
  GAA glycogen = 2%
CCOc1ccc(N(CC(=O)NC2CCCCC2C)S(=O)(=O)c2c(C)noc2C)cc1 (stereo not given)
  GAA glycogen = 1%[76.3 µM]
CCOC(=O)c1cc2c(OC)ccc(OC)c2n1CC(=O)c1ccccc1
  GAA glycogen = 3%
COc1cc(Nc2nc(-c3ccc(OC)c(OC)c3)nc3ccccc23)cc(OC)c1
  GAA glycogen = 2%[76.3 µM]
COCCCNC(=O)c1cc2c(=O)oc3ccc(C)cc3c2s1
  GAA glycogen = -4%[76.3 µM]
CCCCNc1nc(Oc2ccc(OCC)nn2)nc(N2CCOCC2)n1
  GAA glycogen = 3%[76.3 µM]
CCOC(CCNC(=O)c1cn(CC(C)C)c(=O)c2c1c1ccccc1n2C)OCC
  GAA glycogen = 7%
CC(=O)Nc1c2c(nn1-c1ccc(C)cc1C)CS(=O)C2 (stereo not given)
  GAA glycogen = 6%[76.3 µM]
COc1ccc(NC(=O)CN2C(=O)NC3(CCCC3)C2=O)cc1Cl
  GAA glycogen = 7%
CC(=O)NC(Cc1ccccc1F)C(=O)NC1CCN(C(=O)Nc2ccc(C)cc2)CC1 (stereo not given)
  GAA glycogen = -8%
COc1cc2c(cc1OC)C(c1cccc([N+](=O)[O-])c1)N(C(=O)CCC(=O)O)CC2 (stereo not given)
  GAA glycogen = 5%
CC(C)CN1CCC(=O)N(CCOc2ccccc2)CC1
  GAA glycogen = 17%[76.3 µM]
CC(=O)Nc1cc2c3c(c1)CCN3C(=O)CC2
  GAA glycogen = -1%[76.3 µM]
COCCNC(=O)C1Cc2cc(S(=O)(=O)N3CCCC3)ccc2N1C(C)=O (stereo not given)
  GAA glycogen = 2%[76.3 µM]
COc1cccc(-n2cc(C(=O)NC(C)C)c3ccccc3c2=O)c1
  GAA glycogen = 5%
CCOc1ccc(Nc2c(S(=O)(=O)c3ccc(C)cc3)cnc3ccc(OC)cc23)cc1
  GAA glycogen = -11%[76.3 µM]
Cc1cccc(CN2CCN(c3ncccn3)CC2)c1
  GAA glycogen = 3%[76.3 µM]
COc1ccccc1-c1cc(C(F)(F)F)nc(S(=O)(=O)CCCC(=O)Nc2ccc(F)cc2F)n1
  GAA glycogen = 9%[76.3 µM]
OC(CN1CCN(C(c2ccccc2)c2ccccc2)CC1)c1ccccc1 (stereo not given)
  GAA glycogen = -7%
C/C(=N\NS(=O)(=O)c1ccc(Br)cc1)c1ccncc1
  GAA glycogen = -9%[76.3 µM]
COc1cc(N)c(C(=O)c2nccc3cc(OC)c(OC)cc23)cc1OC
  GAA glycogen = 2%[76.3 µM]

Only part of the results is shown; count on the stated rates, not on these rows.
